ER stress rescue – protection against thapsigargin-triggered cell killing – 384-well, CSM14.1, ATP luminescence, primary screen (AID 1222); one-dose cellular ATP content (survival), % at 20 µM; EC50 in µM for titrated hits; CSM14.1 thapsigargin-induced death rescue, ATP luminescence; higher % means a stronger effect; 190,000 tested, under 10 active;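 active = EC50 below 50 µM in the dose-response confirmation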;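 note: death triggered by thapsigargin at about 15 µM added after 2 h compound pretreatment; cell ATP read after overnight thapsigargin exposure of roughly 18 to 22 hours; normalized against plate controls of thapsigargin alone and 5% DMSO vehicle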
RSV antiviral HEp-2 – RSV antiviral activity via CPE protection, HEp-2 cells, primary 10 µM value included (AID 2391). HEp-2 cells, RSV-induced CPE inhibition; higher % means a stronger effect. one-dose CPE inhibition, % at 10 µM; IC50 in µM for titrated hits. 0.13% of 310,000 active; in the data active = a potency from the dose series; inconclusive = CPE inhibition mostly from about 23% at the one dose, without a potency; inactive = the rest, 99 in 100 with CPE inhibition below about 21%; note: strong numbers were not always called active
NS5 inhibitors – Dengue-2 NS5 methyltransferase inhibitors, primary screen, biochemical, confirmation dose response (AID 588689); Dengue-2 NS5 methyltransferase capping enzyme assay, biochemical; higher % means a stronger effect; inhibition, % at 25 µM; hits with a dose series show IC50 in µM; 0.3% of 340,000 active; in the data active = a potency from the dose series; inconclusive = inhibition above about 29% without an active follow-up result
LYP phosphatase – PTPN22 lymphoid phosphatase activity blockers – biochemical, fluorescence intensity, uHTS (AID 1779) | recombinant LYP phosphatase, fluorescence intensity; higher % means a stronger effect | inhibition, % at 11.5 µM, or IC50 in µM where a hit was titrated | 0.054% of 290,000 active; in the data active = inhibition above about 50%;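 note: plate controls were vehicle with enzyme for no effect and no enzyme for full effect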
West Nile virus CPE – inhibition of WNV-induced cytopathic effect – cell-based, CPE readout (AID 1621); 0.02% of 290,000 active; West Nile virus-infected cells, CPE inhibition; higher % means a stronger effect; one-dose CPE inhibition, % at 10 µM; IC50 in µM for titrated hits; in the data active = a potency from the dose series; inconclusive = CPE inhibition mostly from about 3.7% at the one dose, without a potency; inactive = the rest, 99 in 100 with CPE inhibition below about 2.2%; note: strong numbers were not always called active
GPR35 antagonists – inhibition of zaprinast-stimulated GPR35 beta-arrestin translocation – imaging, U2OS, beta-arrestin-GFP, zaprinast agonist, primary screen (AID 2058); 0.052% of 290,000 active; U2OS GPR35 beta-arrestin-GFP translocation imaging, zaprinast antagonism; higher % means a stronger effect; inhibition, % at 10 µM, or IC50 in µM where a hit was titrated;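 active = inhibition of at least 50% with at least 30 cells and total cytoplasm GFP at most 10,000,000; inconclusive = under 30 cells or total GFP of 10,000,000 plus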
Salmonella PhoP GFP – PhoP-dependent GFP reporter repression – Salmonella Typhimurium, primary screen (AID 1863). S. Typhimurium PhoP-regulated promoter GFP reporter, 4 h; higher % means a stronger effect. inhibition, % at 50 µM; hits with a dose series show IC50 in µM. 0.16% of 300,000 active;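 active = inhibition over 29.93%, a cutoff 3 SD above the screen mean, later confirmed by dose response; inconclusive = inhibition over 29.93% but no dose response follow-up; inactive = inhibition at most 29.93% or unconfirmed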;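 note: 0% = low Mg2+ inducing control and 100% = high Mg2+ repressing control; strong numbers were not always called active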
Large T inhibition – SV40 large T antigen inhibitors, biochemical (AID 1903) | SV40 large T antigen ATPase/helicase inhibition assay; higher % means a stronger effect | one-dose inhibition, % at 20 µM; IC50 in µM for titrated hits | 0.39% of 310,000 active; in the data active = a potency from the dose series; inconclusive = inhibition mostly from about 32% at the one dose, without a potency; inactive = the rest, 99 in 100 with inhibition below about 32%; note: strong numbers were not always called active
MgcRacGAP inhibition – MgcRacGAP GTPase-activating activity inhibitors, confirmation, biochemical, ADP Hunter fluorescence; MgcRacGAP-stimulated Rac1 GTP hydrolysis, ADP Hunter fluorescence; higher % means a stronger effect; GST-tagged Rac1 F28L mutant substrate; inhibition, % at 30 µM, or IC50 in µM where a hit was titrated; 0.6% of 340,000 active; AID 624330;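 active = first-screen hits whose inhibition reached a set limit at any dose in the follow-up dose series; inconclusive = inhibition above the set first-screen limit but never retested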;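 note: fluorescence reports GDP produced by GAP-driven GTP hydrolysis; strong numbers were not always called active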
The depositor's hits bear a star; ? = inconclusive; · = not tested or not shown.

No.	SMILES	ER stress rescue	RSV antiviral HEp-2	NS5 inhibitors	LYP phosphatase	West Nile virus CPE
1	CN=Cc1cc(-c2ccccc2)sc1O	-2.9%	-0.2%	1%	3%	-0.1%
2	CCC(=O)N1N=C(c2ccc(C)o2)CC1c1ccc(OC)cc1 (stereo not drawn)	3.4%	2.2%	-9%	2%	0.1%
3	Cc1cccnc1NC(=O)c1cc2ccccc2oc1=O	4.1%	-1.1%	-1%	2%	1.7%
4	CCn1c(SCC(=O)NC2CCCCC2)nc2ccccc2c1=O	·	1.5%	-1%	-12%	-0.9%
5	CCOc1ccc(NC(N)=O)cc1OCC	1.6%	0.8%	6%	0%	0.1%
6	Cn1cccc1C(=O)OCC(=O)Nc1ccc2c(c1)CCC2	-2.2%	6.4%	-2%	-1%	0.3%
7	CN(C)C(=O)CSc1nnc(-c2ccc(F)cc2)c2ccccc12	·	0.0%	-7%	3%	0.8%
8	CC(=O)NCCc1ccc(S(=O)(=O)NC2OC(=O)c3ccccc32)cc1 (stereo not drawn)	0.3%	1.5%	1%	3%	1.0%

No.	GPR35 antagonists	Salmonella PhoP GFP	Large T inhibition	MgcRacGAP inhibition
1	-10%	9%	18%	199µM*
2	-2%	5%	7%	-6%
3	-1%	-1%	2%	11%
4	-3%	-8%	30%	2%
5	-8%	10%	-2%	0%
6	-2%	7%	9%	7%
7	6%	-8%	8%	9%
8	4%	4%	-6%	10%

(cont.)
No.	SMILES	ER stress rescue	RSV antiviral HEp-2	NS5 inhibitors	LYP phosphatase	West Nile virus CPE
9	CCC(Sc1nc(C)cc(=O)[nH]1)C(=O)Nc1sc2c(c1C#N)CCCC2 (stereo not drawn)	0.1%	2.6%	10%	5%	-0.1%
10	CN(c1ccc(C(=O)N/N=C/c2cccc([N+](=O)[O-])c2)cc1)S(=O)(=O)c1ccccc1	·	15%	4%	-1%	0.5%
11	COc1ccc(/C=N/Nc2nc(NCc3ccco3)nc(Nc3ccc(OC)cc3)n2)cc1	-4.3%	2.9%	-4%	6%	-0.1%
12	Cc1cc(NC(=O)CCCC(=O)O)nc(C)n1	1.1%	-0.8%	-3%	-9%	0.0%
13	CN(C)S(=O)(=O)c1ccc(C(=O)OCC2CC2(Cl)Cl)cc1 (stereo not drawn)	·	1.4%	1%	3%	0.7%
14	O=c1cc(CO)oc(C(Nc2ccccn2)c2ccc(C(F)(F)F)cc2)c1O (stereo not drawn)	-0.6%	·	-3%	0%	-0.3%
15	COc1ccc(-c2cc(C3CCN(c4ccc(C(C)=O)cc4[N+](=O)[O-])CC3)[nH]n2)cc1	9.4%	-0.6%	3%	11%	0.5%
16	COc1cc2cc(CN(CCO)S(=O)(=O)c3ccccc3)c(=O)[nH]c2cc1OC	-0.3%	0.8%	-7%	-7%	0.0%

No.	GPR35 antagonists	Salmonella PhoP GFP	Large T inhibition	MgcRacGAP inhibition
9	0%	-9%	5%	6%
10	-7%	5%	7%	2%
11	-2%	22%	9%	-7%
12	8%	6%	8%	5%
13	3%	-6%	15%	17%
14	18%	0%	-6%	14%
15	3%	-1%	4%	4%
16	-10%	-5%	4%	4%

The list continues:
No.	SMILES	ER stress rescue	RSV antiviral HEp-2	NS5 inhibitors	LYP phosphatase	West Nile virus CPE
17	CCCC(C)C(=O)N(Cc1ccccc1)c1ccccn1 (stereo not drawn)	-4.7%	1.2%	-3%	-6%	-0.3%
18	CCCCCCCCCOC1OC(CO)C(O)C(O)C1NC(C)=O (stereo not drawn)	-2.0%	8.5%	1%	-6%	0.2%
19	Nc1nc(N2CCOCC2)nc2ccccc12	-2.4%	0.4%	-1%	-6%	-0.2%
20	Cc1cc2nnc(SCC(=O)OC(C)C)n2c2ccccc12	-0.3%	0.8%	-12%	-5%	0.7%
21	O=C1CCC([N+](=O)[O-])C(c2ccc(Cl)cc2)N1 (stereo not drawn)	3.1%	1.5%	-1%	-4%	-0.2%
22	O=C(c1ccc([N+](=O)[O-])cc1)N1CCN(C(=O)c2cccnc2)CC1	·	-0.2%	·	-5%	-0.3%
23	C(=N\n1cnnc1)/c1nc2ccccc2[nH]1	-0.5%	1.4%	1%	-4%	0.1%
24	COc1cc(N=Nc2ccccc2C(=O)O)ccc1O	·	0.9%	5%	4%	-0.2%

No.	GPR35 antagonists	Salmonella PhoP GFP	Large T inhibition	MgcRacGAP inhibition
17	-2%	-9%	5%	4%
18	6%	-3%	12%	0%
19	-7%	20%	2%	15%
20	-2%	-2%	-8%	12%
21	10%	13%	-2%	8%
22	2%	-2%	1%	10%
23	18%	5%	2%	7%
24	31%	-3%	26%	17%

Further results follow.
No.	SMILES	ER stress rescue	RSV antiviral HEp-2	NS5 inhibitors	LYP phosphatase	West Nile virus CPE
25	CC1=CC(=C(C#N)C#N)C=C(C)N1CCN1CCNCC1	0.7%	-0.8%	7%	2%	0.6%
26	O=C(NCCc1cccs1)C1CC(c2ccc([N+](=O)[O-])cc2)=NO1 (stereo not drawn)	-2.1%	1.9%	-4%	0%	-0.4%
27	COC(=O)c1ccc(NC(=O)C2C3CCC(C3)C2C(=O)O)cc1 (stereo not drawn)	3.3%	1.9%	-1%	1%	0.6%
28	O=S(=O)(Nc1ccc(N2CCCCC2)cc1)c1ccc(F)c(F)c1	5.3%	7.1%	0%	5%	-0.9%
29	FC(F)(F)c1ccc(NCCc2ccccc2)nc1	·	1.3%	·	-7%	0.0%
30	COc1cc(C2Nc3cccc4cccc(c34)N2)cc(OC)c1O	-6.3%	-2.5%	8%	7%	0.8%
31	O=C(CCc1nnc2ccc(N3CCOCC3)nn12)Nc1ccc(F)cc1F	·	1.8%	-6%	-10%	-0.1%
32	Cc1ccc(NC(=O)CN(C)S(=O)(=O)c2cnc[nH]2)c(C)c1	·	5.4%	-5%	-11%	-0.5%

No.	GPR35 antagonists	Salmonella PhoP GFP	Large T inhibition	MgcRacGAP inhibition
25	-18%	3%	4%	10%
26	-5%	3%	11%	4%
27	-6%	-3%	1%	11%
28	-5%	-5%	2%	13%
29	22%	-5%	8%	12%
30	-18%	46%	18%	12%
31	-5%	-2%	·	-8%
32	-7%	6%	2%	·

Rewritten tab-delimited: entries from further up.
no.	mol	ER stress rescue	RSV antiviral HEp-2	NS5 inhibitors	LYP phosphatase	West Nile virus CPE	GPR35 antagonists	Salmonella PhoP GFP	Large T inhibition	MgcRacGAP inhibition
26	O=C(NCCc1cccs1)C1CC(c2ccc([N+](=O)[O-])cc2)=NO1 (stereo not drawn)	-2.1%	1.9%	-4%	0%	-0.4%	-5%	3%	11%	4%
27	COC(=O)c1ccc(NC(=O)C2C3CCC(C3)C2C(=O)O)cc1 (stereo not drawn)	3.3%	1.9%	-1%	1%	0.6%	-6%	-3%	1%	11%
28	O=S(=O)(Nc1ccc(N2CCCCC2)cc1)c1ccc(F)c(F)c1	5.3%	7.1%	0%	5%	-0.9%	-5%	-5%	2%	13%

Additional structures follow:
No.	SMILES	ER stress rescue	RSV antiviral HEp-2	NS5 inhibitors	LYP phosphatase	West Nile virus CPE
33	Cc1cccc(-n2c(O)c(C=NC3CCS(=O)(=O)C3)c3ccccc3c2=O)c1C (stereo not drawn)	·	-0.6%	5%	-9%	-0.2%
34	COc1ccc(N2CC(C(=O)N[C@H](C(=O)NC(C)c3ccccc3)C(C)C)CC2=O)cc1 (stereo partly drawn)	·	-0.4%	3%	-7%	-0.4%
35	CC1(C)CCCN(C(=O)N2c3ccccc3Sc3ccccc32)C1	-0.4%	1.9%	-2%	-8%	0.1%
36	C[n+]1ccc(/C=C/c2c[nH]c3ccc(F)cc23)cc1	·	3.1%	-29%	-4%	-0.8%
37	CCCCC(=O)N(CCC)CCC	·	0.3%	-7%	-3%	0.2%
38	O=C(Cn1c(C(=O)N2CCN(C3CCCC3)CC2)cc2sccc21)c1ccccc1	-1.2%	2.8%	-9%	-8%	-0.6%
39	Cc1cc(C)c2cc3c(N)c(C(=O)Nc4c(C)[nH]c(=O)[nH]c4=O)sc3nc2c1	-2.8%	3.1%	0%	-6%	0.1%
40	CCn1c(=O)cc(SCC(=O)N2CCC(C)CC2)c2ccccc21	-2.5%	-1.5%	2%	5%	1.7%

No.	GPR35 antagonists	Salmonella PhoP GFP	Large T inhibition	MgcRacGAP inhibition
33	8%	·	9%	11%
34	9%	-4%	10%	4%
35	2%	-6%	-2%	3%
36	-4%	-53%	37%	·
37	5%	1%	5%	9%
38	-6%	-3%	2%	1%
39	4%	20%	4%	5%
40	2%	4%	5%	4%

Later entries
No.	SMILES	ER stress rescue	RSV antiviral HEp-2	NS5 inhibitors	LYP phosphatase	West Nile virus CPE
41	CC(C)c1nnc(NC(=O)c2ccc3c(c2)OCO3)s1	-1.3%	-1.2%	-5%	-7%	0.4%
42	Clc1cccc(-c2nnc(-c3ccccc3)o2)c1	·	8.0%	7%	5%	0.0%
43	COc1ccc(OC)c(CNc2ncc(-c3cccc([N+](=O)[O-])c3)n2C)c1	·	1.4%	-1%	-9%	-1.2%
44	COc1ccccc1NC(=O)C(C)OC(=O)/C(=C/c1ccccc1)NC(C)=O (stereo not drawn)	·	-0.8%	-4%	·	·
45	O=C(O)CC1SC(=Nc2ccc(O)cc2)NC1=O (stereo not drawn)	0.0%	0.6%	-2%	-3%	-0.6%
46	CCc1cccc(NC(=O)CNC(=O)N2CC(=O)Nc3ccccc32)c1	·	4.5%	2%	-12%	-0.2%
47	C=CCn1c(SCC(=O)NCC2CCCO2)nc2c([nH]c3ccccc32)c1=O (stereo not drawn)	·	0.9%	-10%	-1%	-0.3%
48	N#CCSc1nc2c(c(=O)n1Cc1ccccc1)C1(CCCC1)Cc1ccccc1-2	0.3%	-1.4%	-2%	3%	-0.3%
49	O=C(O)C1CCCCC1C(=O)OCCCCOC(=O)C1CCCCC1C(=O)O (stereo not drawn)	-0.2%	1.0%	-4%	-12%	0.5%
50	O=C(N/N=C/C=C/c1ccccc1[N+](=O)[O-])c1cccs1	-1.2%	3.0%	-2%	1%	-0.3%
51	Cc1cc(C)c2nc(NC(=O)c3cccc(S(=O)(=O)N4CCc5ccccc54)c3)sc2c1	-1.5%	16%	-1%	-7%	-0.9%

No.	GPR35 antagonists	Salmonella PhoP GFP	Large T inhibition	MgcRacGAP inhibition
41	-6%	-2%	4%	1%
42	-14%	13%	7%	11%
43	-2%	0%	17%	?
44	·	-2%	8%	3%
45	-7%	2%	?	118µM*
46	-5%	-1%	19%	11%
47	-7%	-5%	12%	4%
48	-12%	6%	9%	12%
49	-1%	0%	-1%	2%
50	17%	-11%	3%	7%
51	0%	13%	25%	4%

Screening data as filed in PubChem.

Rows are unselected (roughly 1.5% active in at least one column).
